Assay outcomes: PubChem, Broad Institute
miR-122 sensor: miR-122 inhibition in Huh7 cells | Huh7 miR-122 Renilla luciferase sensor, 48 h; neutral wells = 0, positive control = 100 | activation (reporter increase), % at 12.5 µM | 340,000 tested, 0.3% active;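 active means mean replicate activation score at least 90 and every replicate individually at or above 90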;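 further: higher luciferase means less miR-122 activity so hits act as miR-122 inhibitors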
SIRT5 block: sirtuin-5 (human) deacylase inhibition; Purified SirT5, succinyl-peptide AMC, trypsin-coupled fluorescence; 330,000 tested, 1.1% active; Q9NXA8; inhibition, % at 15 µM; in the data active means inhibition above about 15%
Target sequence (Q9NXA8 whole entry, looked up): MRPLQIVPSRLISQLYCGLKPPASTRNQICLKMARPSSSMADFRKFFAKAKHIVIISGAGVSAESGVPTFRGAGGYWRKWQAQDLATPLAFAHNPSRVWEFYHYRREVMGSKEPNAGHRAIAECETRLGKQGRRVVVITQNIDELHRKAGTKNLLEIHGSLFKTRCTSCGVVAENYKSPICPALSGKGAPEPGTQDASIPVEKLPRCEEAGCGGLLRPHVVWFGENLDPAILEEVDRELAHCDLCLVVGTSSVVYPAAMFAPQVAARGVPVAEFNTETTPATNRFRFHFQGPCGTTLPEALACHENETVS
ERp5 inh: ERp5 (human) disulfide isomerase inhibition. AID 651711. inhibition, % at 9.99 µM. 350,000 tested, 0.05% active. Q15084. ERp5 insulin aggregation, absorbance 650 nm, 90 min;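 active means mean replicate inhibition above about 25%, with every replicate also reaching it, limit read from the data, passing the limit was not always enough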
Target sequence (Q15084 whole entry, looked up): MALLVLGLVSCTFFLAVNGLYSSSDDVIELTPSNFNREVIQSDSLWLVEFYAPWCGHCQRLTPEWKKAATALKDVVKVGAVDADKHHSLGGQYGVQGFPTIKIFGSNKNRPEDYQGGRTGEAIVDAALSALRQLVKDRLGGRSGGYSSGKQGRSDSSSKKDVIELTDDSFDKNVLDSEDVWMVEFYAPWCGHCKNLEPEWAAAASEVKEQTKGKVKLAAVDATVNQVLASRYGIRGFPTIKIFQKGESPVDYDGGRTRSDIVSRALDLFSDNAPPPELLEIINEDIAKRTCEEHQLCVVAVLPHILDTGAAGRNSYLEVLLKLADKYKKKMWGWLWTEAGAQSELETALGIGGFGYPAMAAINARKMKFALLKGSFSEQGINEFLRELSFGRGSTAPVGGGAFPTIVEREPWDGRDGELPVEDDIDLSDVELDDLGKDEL
Cneo AK release: causes C. neoformans cell lysis | 360,000 tested, 0.2% active | lysis activity, % at 15 µM | AID 651654 | adenylate kinase release luminescence, 4 h; normalised: neutral wells 0, clomiphene wells 100;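 active means mean lysis activity across replicates of at least 80%, whatever share of replicates individually reach that level; inactive means mean lysis activity below 80%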
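Assay system: Cryptococcus neoformans yeast cells / Dosing: single-point compound dose / Timing: 4 h at 37 °C static, read 1 h later / Measured by: luminescence of released adenylate kinase using an AK detection reagent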
ARNT TACC3 PPI: disruptors of human ARNT/TACC3 interaction | 390,000 tested, 0.66% active | AID 623870 | inhibition, % at 9.99 µM | AlphaScreen His-ARNT PAS-B/GST-TACC3 binding, luminescence; TACC3 fragment carries E629A point mutation;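 active means mean inhibition of replicates at least 50% and at least half of replicates each reaching 50%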;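 further: 0% = complete ARNT plus TACC3 wells and 100% = ARNT alone without TACC3; many hits fall short of the cut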
esBAF inh: inhibitors of esBAF chromatin remodeling in mouse ES cells | 350,000 tested, 2% active | AID 602393 | Bmi1-luciferase knock-in reporter, 24 h; 100% = twice the neutral-well signal | reporter increase, % at 12.5 µM; in the data active means activation above about 40%;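 further: 0% = median of the plate's neutral control wells and 100% = double that signal; a rise in the Bmi1 reporter signal indicates esBAF inhibition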
C2C12 statin: suppressors of simvastatin-induced myotoxicity in C2C12 myotubes | ATP luminescence, 48 h; scaled: DMSO 0, geranylgeraniol control 100 | rescue of ATP level, % at 7.49 µM | 330,000 tested, 0.78% active;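 active means mean ATP rescue above about 67%, or every replicate alone reaching that limit, limit read from the data, passing the limit was not always enough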;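 further: myotubes were challenged with 10 µM simvastatin during compound exposure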
* hit, by the source's call; [ ] = remark or other dose. Random draw from the library. Share with any hit: about 4%.

Preview, 4 compounds:
`CCOc1ccc(S(=O)(=O)NCCC(=O)N(C)CC(=O)Nc2ccc(OC)cc2)cc1` gave miR-122 sensor -2, SIRT5 block -4, ERp5 inh 4, Cneo AK release 3 and ARNT TACC3 PPI -23.
`CCc1nc(SC)[nH]c(=O)c1C` gave miR-122 sensor -2, SIRT5 block 1, ERp5 inh 0, Cneo AK release 0, ARNT TACC3 PPI 1, esBAF inh -4 and C2C12 statin 13.
`COCCCn1nnnc1SCC(=O)Nc1nc(C)c(C)s1` gave miR-122 sensor 5, Cneo AK release -1, ARNT TACC3 PPI -8, esBAF inh 1 and C2C12 statin 5.
Screening COc1ccc(-c2ocnc2C(=O)Nc2ccc3c(c2)CCC3)cc1 returned miR-122 sensor 4, SIRT5 block 22*, ERp5 inh -7, Cneo AK release -1, ARNT TACC3 PPI -10, esBAF inh 0 and C2C12 statin -33.

This part in full (from the top)
`CCOc1ccc(S(=O)(=O)NCCC(=O)N(C)CC(=O)Nc2ccc(OC)cc2)cc1` gave miR-122 sensor -2, SIRT5 block -4, ERp5 inh 4, Cneo AK release 3 and ARNT TACC3 PPI -23.
`CCc1nc(SC)[nH]c(=O)c1C` gave miR-122 sensor -2, SIRT5 block 1, ERp5 inh 0, Cneo AK release 0, ARNT TACC3 PPI 1, esBAF inh -4 and C2C12 statin 13.
`COCCCn1nnnc1SCC(=O)Nc1nc(C)c(C)s1` gave miR-122 sensor 5, Cneo AK release -1, ARNT TACC3 PPI -8, esBAF inh 1 and C2C12 statin 5.
Screening COc1ccc(-c2ocnc2C(=O)Nc2ccc3c(c2)CCC3)cc1 returned miR-122 sensor 4, SIRT5 block 22*, ERp5 inh -7, Cneo AK release -1, ARNT TACC3 PPI -10, esBAF inh 0 and C2C12 statin -33.
Screening COc1ccc(S(=O)(=O)N(CC(=O)NCC2CCCO2)c2ccccc2)cc1OC (stereo unspecified) returned miR-122 sensor -1, Cneo AK release 1, ARNT TACC3 PPI -6, esBAF inh -8 and C2C12 statin 8.
Screening Clc1ccc(OCCOCCN2CCCCC2)c(Br)c1 returned miR-122 sensor -3, Cneo AK release 0, ARNT TACC3 PPI -8, esBAF inh 3 and C2C12 statin -4.
CCOC(=O)/C=C/C(=O)Nc1ccc(S(=O)(=O)Nc2cc(C)on2)cc1 was read as miR-122 sensor -7, SIRT5 block -1, ERp5 inh 6, Cneo AK release -3, ARNT TACC3 PPI -1, esBAF inh 0 and C2C12 statin -196.
Screening O=C([C@@H]1N[C@@H]2c3ccc(-c4ccccc4)c(=O)n3C[C@@H]2[C@H]1CO)N1CCOCC1 returned miR-122 sensor 1[16.7 µM], SIRT5 block -12, ERp5 inh -3, Cneo AK release -5, ARNT TACC3 PPI -11, esBAF inh 3 and C2C12 statin -1.
COc1ccccc1NC(=O)N1C[C@H]2[C@@H](c3ccccc31)[C@@H](CO)N2Cc1ccc2c(c1)OCO2 was read as miR-122 sensor -14[16.7 µM], SIRT5 block -1, ERp5 inh 3, Cneo AK release 2, ARNT TACC3 PPI -1, esBAF inh -3 and C2C12 statin -20.
Cc1ccc(S(=O)(=O)N(C)C[C@@H]2Oc3ccc(NC(=O)Nc4c(C)noc4C)cc3C(=O)N([C@@H](C)CO)C[C@H]2C)cc1 was read as miR-122 sensor 4[16.7 µM], SIRT5 block 15, ERp5 inh 1, Cneo AK release -1, ARNT TACC3 PPI -17, esBAF inh 1 and C2C12 statin 10.
`COCC#Cc1ccc2c(c1)O[C@H](CN(C)Cc1ccccn1)[C@@H](C)CN([C@@H](C)CO)S2(=O)=O` gave miR-122 sensor 66[16.7 µM], SIRT5 block 2, ERp5 inh 0, Cneo AK release -2, ARNT TACC3 PPI 1, esBAF inh 0 and C2C12 statin -12.
`CCOc1ccc(C(C)NC(=O)c2cccs2)cc1OCC` (stereo unspecified) gave miR-122 sensor -1, SIRT5 block -4, ERp5 inh 3, Cneo AK release 1, esBAF inh -9 and C2C12 statin 11.
For COCCNC(=O)c1ccc(S(=O)(=O)c2ccc(Cl)cc2)c(NC(C)=O)c1 the results were miR-122 sensor -6, SIRT5 block -2, ERp5 inh 4, Cneo AK release -1, ARNT TACC3 PPI -10, esBAF inh -2 and C2C12 statin -6.
Cc1cccc(N(Cc2ccccc2)C(=O)c2ccc(F)c(S(=O)(=O)N3CCOCC3)c2)c1 was read as SIRT5 block 0, ERp5 inh 3, Cneo AK release 0, ARNT TACC3 PPI 2, esBAF inh -5 and C2C12 statin 20.
Screening O=C1NC2(CCCCCC2)C(=O)N1CCS(=O)(=O)Oc1ccccc1 returned miR-122 sensor -5, SIRT5 block -4, ERp5 inh -7 and ARNT TACC3 PPI 1.
For CCn1c(SCC(=O)N2CCCC(C)C2)nnc1-c1ccc(S(=O)(=O)N2CCN(C)CC2)cc1 (stereo unspecified) the results were miR-122 sensor 13, Cneo AK release -4, ARNT TACC3 PPI -1, esBAF inh 5 and C2C12 statin 15.
C=CCSc1nnc(-c2ccc([N+](=O)[O-])cc2)o1 was read as miR-122 sensor 6, SIRT5 block 1, ERp5 inh -10, Cneo AK release 1, esBAF inh 37 and C2C12 statin -6.
`COc1cccc2c1OC1(C)CC2NC(=O)N1` (stereo unspecified) gave miR-122 sensor 4, Cneo AK release 0, esBAF inh -14 and C2C12 statin -5.
`CC(C)(CO)CNC(=O)CCc1nnc(Cc2ccc(-c3ccccc3)cc2)o1` gave SIRT5 block 26*, ERp5 inh 1 and ARNT TACC3 PPI 1.
C[C@@H]1CN([C@@H](C)CO)C(=O)c2cccc(NC(=O)c3cnccn3)c2O[C@H]1CN(C)S(=O)(=O)c1cccs1 was read as miR-122 sensor 2[16.7 µM], SIRT5 block -3, ERp5 inh 5, Cneo AK release 0, ARNT TACC3 PPI -4 and esBAF inh -4.
`C/C=C/CN(C(=O)C#Cc1ccccc1)[C@H](CO[Si](C)(C)C(C)(C)C)c1ccccc1` gave SIRT5 block 0, ERp5 inh 2 and Cneo AK release 0.
For O=C(/C=C/c1ccccc1)N1CCN(S(=O)(=O)c2ccc(F)cc2)CC1 the results were SIRT5 block 0, ERp5 inh -1 and ARNT TACC3 PPI -7.
`O=c1cc2c(nn1Cc1ccc(Cl)cc1)-c1ccccc1CC2` gave miR-122 sensor -7, Cneo AK release 6, ARNT TACC3 PPI 7, esBAF inh 1 and C2C12 statin 43.
Screening N#Cc1nc(-c2cccs2)oc1NCc1ccccc1 returned miR-122 sensor 11, Cneo AK release 1, ARNT TACC3 PPI 20, esBAF inh -3 and C2C12 statin 12.
`CO[C@H]1CN(C)C(=O)c2cc(NC(=O)C3CCC3)ccc2OC[C@H](C)N(C(=O)NC(C)C)C[C@@H]1C` gave SIRT5 block 1, ERp5 inh -5, Cneo AK release -5, ARNT TACC3 PPI -9, esBAF inh 4 and C2C12 statin -10.
`CCn1c(=O)cc(OCC(=O)N2CCN(c3cccc(C(F)(F)F)c3)CC2)c2ccccc21` gave miR-122 sensor -6, Cneo AK release 2, ARNT TACC3 PPI -9, esBAF inh 0 and C2C12 statin 7.
Screening COc1ccc2oc(C)c(NC(C)=O)c2c1 returned miR-122 sensor -3, Cneo AK release 1, ARNT TACC3 PPI -1, esBAF inh 2 and C2C12 statin 5.
Screening CC(C)(C)NC(=O)C(c1ccncc1)N(C(=O)c1csnn1)C1CC1 (stereo unspecified) returned miR-122 sensor 26, Cneo AK release 10, ARNT TACC3 PPI -5, esBAF inh -5 and C2C12 statin 3.
`CO[C@@H]1CN(C)C(=O)c2ccc(NC(=O)C3CC3)cc2OC[C@@H](C)N(C(=O)C2CCOCC2)C[C@@H]1C` gave miR-122 sensor 1[16.7 µM], SIRT5 block -1, ERp5 inh 0, Cneo AK release -1, ARNT TACC3 PPI -3, esBAF inh -2 and C2C12 statin 1.
For Cc1ccc2oc(=O)c3cnn(CC(=O)NC4CCC(C)CC4)c3c2c1 (stereo unspecified) the results were miR-122 sensor -3, SIRT5 block 2, ERp5 inh -6, Cneo AK release 0, ARNT TACC3 PPI -4, esBAF inh -2 and C2C12 statin 1.
For CC(C)[C@@H]1CC[C@@H](C)C[C@H]1OC(=O)C[n+]1cc(-c2ccc(Cl)cc2)n2c1CCCCC2 the results were SIRT5 block -1, ERp5 inh 24 and ARNT TACC3 PPI 6.
`C=CCNC(=O)C1CC(=O)N(c2ccc(OCC(=O)Nc3c(C)cccc3C)cc2)C1` (stereo unspecified) gave miR-122 sensor -5, SIRT5 block 0, ERp5 inh 0, Cneo AK release 0, ARNT TACC3 PPI -5, esBAF inh -11 and C2C12 statin 5.
For Cc1cccc(NC(=O)CSc2nnc(CCCCCNC(=O)OC(C)(C)C)o2)c1C the results were miR-122 sensor -5, Cneo AK release 2, ARNT TACC3 PPI -5, esBAF inh 5 and C2C12 statin 3.
`NC(=O)CC(NC(=O)c1ccccc1)c1ccc(N2CCC(Cc3ccccc3)CC2)c([N+](=O)[O-])c1` (stereo unspecified) gave miR-122 sensor -4, ERp5 inh 4, Cneo AK release -2, ARNT TACC3 PPI -21, esBAF inh -15 and C2C12 statin -14.
`CC(=O)N1CC[C@H]2[C@@H]1c1cc(-c3ccc(C#N)cc3)ccc1N(C)[C@H]2CO` gave miR-122 sensor 4[16.7 µM], SIRT5 block -21, ERp5 inh 0, Cneo AK release 2, ARNT TACC3 PPI -10, esBAF inh -5 and C2C12 statin -3.
CC(OC(=O)CCN1C(=O)C2CC=CCC2C1=O)C(=O)Nc1cccc(C#N)c1 (stereo unspecified) was read as miR-122 sensor -3, SIRT5 block -5, ERp5 inh 1 and ARNT TACC3 PPI -15.
Screening CCc1cc(-c2nnn(-c3cc(C(C)C)ccc3C)c2CC)ccc1-c1cn(CCc2c[nH]c3ccccc23)nn1 returned miR-122 sensor -3, SIRT5 block -7, ERp5 inh 3, Cneo AK release 2, esBAF inh 9 and C2C12 statin 17.
`CCC(C)c1ccc(N(C(=O)c2ccco2)C(C(=O)NC2CCCC2)c2cccnc2)cc1` (stereo unspecified) gave miR-122 sensor -3, SIRT5 block -4, ERp5 inh -1, ARNT TACC3 PPI 1, esBAF inh 86* and C2C12 statin 10.
For O=C(N/C(=C\c1ccc(Br)cc1)C(=O)N1CCOCC1)c1ccccc1Cl the results were miR-122 sensor -4, SIRT5 block 0, ERp5 inh -6, Cneo AK release 0, ARNT TACC3 PPI -1, esBAF inh 3 and C2C12 statin 12.
Screening Cc1ccccc1C(=O)OC(C)C(=O)NCc1ccc2c(c1)OCO2 (stereo unspecified) returned SIRT5 block -3, ERp5 inh -7, esBAF inh 1 and C2C12 statin 2.
`CC(=NNC(N)=O)C1=C(O)C(C(C)C)NC1=O` (stereo unspecified) gave SIRT5 block 0, ERp5 inh 6 and ARNT TACC3 PPI 60*.
For O=C(Nc1ccnn1C1CCN(C2CCCC2)CC1)c1ccccc1Cl the results were miR-122 sensor -2, SIRT5 block 27*, ERp5 inh 1, Cneo AK release -3, ARNT TACC3 PPI -1, esBAF inh 11 and C2C12 statin -7.
Screening CCOC(=O)CCc1c(C)c2ccc3c(c2oc1=O)CN(CCCO)CO3 returned miR-122 sensor -1, SIRT5 block -73, ERp5 inh -1, Cneo AK release -2, ARNT TACC3 PPI -3, esBAF inh -4 and C2C12 statin 5.
`CCc1nnc(NS(=O)(=O)c2ccc(NC(=O)c3ccc(S(=O)(=O)N(CC)CC)cc3)cc2)s1` gave miR-122 sensor -2, SIRT5 block 1, ERp5 inh -3, Cneo AK release -2, ARNT TACC3 PPI -4, esBAF inh -1 and C2C12 statin 6.
`CC(C(=O)OCC(=O)c1ccc(Br)cc1)N1C(=O)C2C3C=CC(C3)C2C1=O` (stereo unspecified) gave miR-122 sensor -1, SIRT5 block -4, ERp5 inh -3, Cneo AK release -2, ARNT TACC3 PPI -4, esBAF inh -5 and C2C12 statin -5.
For CNC(=O)C[C@H]1CC[C@@H]2[C@H](COc3ccc(NC(=O)NCc4ccccc4)cc3C(=O)N2C)O1 the results were miR-122 sensor 8[16.7 µM], Cneo AK release -4, ARNT TACC3 PPI 3, esBAF inh 1 and C2C12 statin 0.
O=C(NCc1ccccc1)C1(c2ccccc2)CCN(S(=O)(=O)c2ccccc2)CC1 was read as miR-122 sensor 3, SIRT5 block 1, ERp5 inh 1, Cneo AK release 0, ARNT TACC3 PPI 30, esBAF inh -2 and C2C12 statin 21.
